SNCA expr inhib – inhibitors of alpha-synuclein (SNCA) gene expression | HEK-293 SNCA-luciferase knock-in, luminescence, 24 h | Potency, µM (top dose mostly 57.2 µM), for inactives: top-dose activity change, negative = inhibition, usual class: inhibitors | hit rate 0.17% among 140,000;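 also: potency is read from the fitted curve at half-maximal effect; plate controls were DMSO cells for no effect and cell-free wells for full effect; nearly all actives have a fitted effect of over 45% in size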
SNCA viab count – cell viability loss counter-screen; HEK-293-SNCA-luc viability, GF-AFC fluorescence, 24 h; Potency, µM (highest dose often 57.1 µM), for inactives: at the highest dose activity change, negative = cytotoxicity, hits mostly cytotoxic; hit rate 0.12% among 150,000;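 also: potency is read from the fitted curve at half-maximal effect; 0% = DMSO-treated cells and -100% = medium-only wells without cells; nearly all actives have a fitted effect of over 30% in size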
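Cytotoxicity counterscreen: after 24 h compound treatment of genome-edited SNCA-luciferase HEK-293 cells, live-cell protease substrate GF-AFC read by fluorescence after 30 min; activity scaled between DMSO (0%) and medium-only (-100%), curves Hill-fitted.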
Luciferase inh – blocks purified firefly luciferase enzyme activity. P08659. purified P. pyralis luciferase, luminescence, biochemical. Potency, µM (highest dose often 115 µM), without a hit: at the highest dose activity change, negative = inhibition, most hits filed as inhibitors. hit rate 2.5% among 76,000; also: potency is read from the fitted curve at half-maximal effect; nearly all actives have a fitted effect of over 65% in size
Target sequence (P08659 whole entry, looked up): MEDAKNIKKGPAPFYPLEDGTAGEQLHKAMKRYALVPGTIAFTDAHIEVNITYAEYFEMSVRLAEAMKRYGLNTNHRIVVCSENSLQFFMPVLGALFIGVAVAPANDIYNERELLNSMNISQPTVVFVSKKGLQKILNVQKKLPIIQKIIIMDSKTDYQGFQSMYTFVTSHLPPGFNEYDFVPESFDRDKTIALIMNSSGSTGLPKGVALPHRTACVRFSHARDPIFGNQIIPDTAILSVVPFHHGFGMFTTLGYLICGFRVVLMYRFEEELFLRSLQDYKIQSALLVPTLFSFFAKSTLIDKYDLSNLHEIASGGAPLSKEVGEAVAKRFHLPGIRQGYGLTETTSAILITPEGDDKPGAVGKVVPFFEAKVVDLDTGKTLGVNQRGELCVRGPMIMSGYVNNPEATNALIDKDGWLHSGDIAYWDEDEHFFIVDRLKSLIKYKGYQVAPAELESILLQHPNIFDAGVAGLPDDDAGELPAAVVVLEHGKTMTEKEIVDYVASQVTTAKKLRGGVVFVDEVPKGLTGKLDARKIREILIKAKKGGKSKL
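Purified P. pyralis luciferase (10nM final) in 50mM Tris acetate pH 7.5, 10mM Mg acetate, 0.01% Tween-20, 0.05% BSA with 10uM D-luciferin and 10uM ATP. Compounds titrated qHTS. Luminescence imaged on CCD.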
HEK293 tox – cytotoxic compounds in HEK 293 cells; hit rate 6.6% among 94,000; HEK 293 viability, ATP luminescence (CellTiter-Glo), 48-72 h; Potency, µM (doses to about 115 µM), inactives show at the top dose activity change, negative = cytotoxicity, hits mostly inhibitors; AID 1345083; also: potency is read from the fitted curve at half-maximal effect; nearly all actives have a fitted effect of over 60% in size
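HEK 293 cells at 250 cells/well were exposed to compounds by pintool transfer for 48 or 72 hr at 37 degree Celsius, 5% CO2. Viability was read as ATP-coupled luminescence with CellTiter-Glo after 10 min at room temperature.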
GPT2 inh – inhibitors of human GPT2 alanine aminotransferase | Recombinant GPT2, coupled pyruvate oxidase/HRP Amplex Red fluorescence | hit rate 0.25% among 100,000 | Potency, µM (series often up to 57.7 µM), without a hit: at the top dose activity change, negative = inhibition, hits mostly inhibitors | AID 1671188; also: potency is read from the fitted curve at half-maximal effect; nearly all actives have a fitted effect of over 60% in size; many of its hits are not listed in these tables
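Fluorescence of coupled pyruvate oxidase/HRP/Amplex Red system (50uM Amplex, 30 min, dark) reports pyruvate formed by GPT2. Enzyme reaction: 10ng/uL GPT2, 2mM L-alanine, 250uM a-KG, 30 min room temperature, pH 7.5; 50uM AOA control.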
NIH3T3 tox – cytotoxic compounds in NIH 3T3 cells. Potency, µM (highest dose often 96.7 µM), for inactives: at the top dose activity change, negative = cytotoxicity, usual class: inhibitors. hit rate 4.3% among 94,000. NIH 3T3 viability, CellTiter-Glo ATP luminescence, 48-72 h; also: potency is read from the fitted curve at half-maximal effect; nearly all actives have a fitted effect of over 55% in size
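Mouse fibroblast NIH 3T3 cells, 400 per well, received compound via pintool and were incubated for 48 or 72 hr prior to CellTiter-Glo ATP luminescence measurement.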
IP6K1 inhibitor – IP6K1 kinase inhibition | Q92551 | IP6K1 kinase, ADP-Glo luminescence, 2 h; stronger effect = lower value | activity change, % (series mostly up to about 58 µM) | hit rate 0.81% among 140,000 | AID 1645851; in the data active = activity change below about -25%
Target sequence (Q92551 whole entry, looked up): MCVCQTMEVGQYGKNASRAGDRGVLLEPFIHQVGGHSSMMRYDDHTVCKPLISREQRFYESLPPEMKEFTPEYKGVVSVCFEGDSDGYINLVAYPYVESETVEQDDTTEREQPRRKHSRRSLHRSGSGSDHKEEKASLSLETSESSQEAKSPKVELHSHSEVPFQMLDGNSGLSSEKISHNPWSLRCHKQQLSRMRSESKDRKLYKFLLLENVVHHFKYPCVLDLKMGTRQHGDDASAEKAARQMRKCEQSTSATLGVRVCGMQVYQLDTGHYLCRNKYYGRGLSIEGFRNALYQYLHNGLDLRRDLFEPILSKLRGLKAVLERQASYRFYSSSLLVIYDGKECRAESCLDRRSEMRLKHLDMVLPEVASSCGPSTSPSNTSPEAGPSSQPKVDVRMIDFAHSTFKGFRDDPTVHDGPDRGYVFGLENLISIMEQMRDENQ
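ADP-Glo luminescence measures ADP made by human IP6K1 during a 2 h RT reaction with ATP/IP6 (mix at 1.3 mM/130 uM); top library doses 57.5 and 19.1 uM final.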
* hit, by the source's call; i = inactive; ? = inconclusive; . = no result given; & = joins results of further samples; [ ] = remark or other dose. Unless noted, calls follow the shape of the dose curve; as a rule, active = well fitted curve in the direction sought with a large enough effect; inconclusive = small, poorly fitted or top-dose-only effect, or another doubt; inactive = no such curve, though single readings can be large; an effect the other way counts as inactive or inconclusive. Unless noted, % is scaled to controls: 0 for no effect and ±100 for the full control effect.

SMILES | SNCA expr inhib | SNCA viab count | Luciferase inh | HEK293 tox | GPT2 inh | NIH3T3 tox | IP6K1 inhibitor
Cc1nc(-c2ccc(C(F)(F)F)cc2)cc([C@H]2CN3CC[C@H]2C[C@@H]3CNC(=O)C2CC2)n1 | ? | -11% | -5% | ? | 1% | ? | 1
O=S1(=O)N(Cc2ccccc2Cl)CCCN1Cc1ccccc1Cl | 11% | 12% | . | . | . | . | -4
CN(C)C1CNC1 | 18%[183 µM] | 1%[183 µM] | . | i | -27%[192 µM] | i | 14
CCC(CC)c1cc([C@H]2CN3CC[C@H]2C[C@@H]3CNC(=O)COc2ccccc2)nc(-c2ccncc2)n1 | ? | ? | 11% | 28µM* | -8% | 22µM* | 13
O=C(c1ccsc1)N1[C@H]2CC[C@@H]1c1cnc(-c3ccccc3)nc1C2 | 14% | -6% | -11% | -29% | i | -22% | 7
O=C1N(Cc2ccccn2)C[C@H]2CN(Cc3nccs3)CCN12 | 4%[87.6 µM] | 0%[87.6 µM] | 2%[172 µM] | i | i | -18%[138 µM] | -3
O=C(C1CCOCC1)N1CCC2(CC1)NCc1ccccc1-n1ccnc12 | ? | -2% | 3% | -6% | i | ? | 7
CN1Cc2ccccc2-n2ccnc2C12CCN(C(=O)c1cccc(C(F)(F)F)c1)CC2 | 5% | 5% | 7% | ? | -9% | -17% | 6
CN1[C@H]2CC(O)C[C@H]1[C@H]1O[C@H]12 (stereo partly specified) | 21% | -18% | . | . | 5% | . | .
O=C1OCC2(CCN(Cc3ccccn3)C2)N1c1ccncc1 (stereo unspecified) | 0%[87.6 µM] | 3%[87.6 µM] | -3%[172 µM] | -18%[172 µM] | -13%[88.5 µM] | ? | 7
CCN1CCCN(C(=O)COc2ccccc2)CC12CCOCC2 | 26% | 18% | . | -23% | -6% | -13% | -10
COc1ccccc1NC(=O)N(Cc1ccc2c(c1)OCO2)C1CCN(Cc2ccccc2)CC1 | -28% | -20% | . | . | . | . | -7
C#CCN(C)C[C@H]1CN2CC[C@H]1C[C@@H]2CNS(=O)(=O)c1cccs1 | 10%[87.6 µM] | 4%[87.6 µM] | 0%[172 µM] | i | i | i | -14
C[C@@](O)(COc1ccc(C#N)cc1)C(=O)Nc1ccc(C#N)c(C(F)(F)F)c1 | . | 6% | . | . | 0% | . | 15
COCC(=O)NC1CCC12CCNCC2 (stereo unspecified) | ? | -2% | 3% | -1% | 2% | -9% | -4
NC1CC1c1ccccc1 (stereo unspecified) | 5%&21% | -1%&2% | . | . | -1% | . | .
Cc1nc(-c2ccccc2Br)cc([C@H]2CN3CC[C@H]2C[C@@H]3CNC(=O)C2CC2)n1 | 12% | -18% | 8% | ? | -22% | ? | 0
O=C(c1cncnc1)N1C[C@@H]2C[C@H](C1)c1c(-c3ccc4ccccc4c3)ccc(=O)n1C2 | 16%[87.6 µM] | 0%[87.6 µM] | -16%[172 µM] | -27%[172 µM] | 2%[88.5 µM] | ? | 3
c1ccc(-c2ncc3c(n2)C[C@@H]2CC[C@H]3N2)cc1 | 38%[activator] | 8% | 11% | -20% | i | -4% | 34
CCOP(=O)(OCC)Oc1ccc2c(C)cc(=O)oc2c1 | . | -11% | . | . | 3% | . | 16
CC(=O)Nc1ccc(CN2CCC3(CC2)C(=O)Nc2ccccc23)cc1 | -7% | -3% | . | -3% | 3% | -1% | -4
COCCN1CCN(C(=O)C2C(C)(C)C2(C)C)[C@H]2CS(=O)(=O)C[C@H]21 | 3% | -1% | 6% | -3% | i | 1% | 10
C[C@]12CC[C@@H]3[C@@H](CCC4=CC(=O)CC[C@@H]43)[C@@H]1CC[C@@H]2OC(=O)CCc1ccccc1 | -24% | 0% | . | . | -14% | . | .
CN1C[C@@H](NS(=O)(=O)N(C)C)C[C@@H]2c3cccc4c3c(cn4C)C[C@H]21 | 21%[25.6 µM] | 31%[23.9 µM] | . | . | -4% | . | 2
COc1ccc2c(c1)C1(CCN(C(=O)c3cccc(F)c3)C1)C(=O)N2C (stereo unspecified) | ? | 5% | 6% | ? | -6% | -17% | 32
C#C[C@H]1CN2CC[C@H]1C[C@@H]2CNS(=O)(=O)c1cccc(C#N)c1 | -25%[87.6 µM] | 1%[87.6 µM] | -5%[172 µM] | -6%[172 µM] | ? | -28%[174 µM] | -3
Cc1nc(-c2ccccc2)cc([C@H]2CN3CC[C@H]2C[C@@H]3CNC2CCOCC2)n1 | -35%[87.6 µM] | -18%[87.6 µM] | 4%[172 µM] | 32µM* | 2%[88.5 µM] | 32µM* | 9
CC(C)=CC1C(C(=O)OCc2cccc(Oc3ccccc3)c2)C1(C)C (stereo unspecified) | -28%[25.6 µM] | -15%[23.9 µM] | . | . | i | . | 4
COc1ccc([N+](=O)[O-])c(N2CC3CCC(C2)N3CC(F)(F)F)n1 | -9% | -12% | . | -24% | 5% | -15% | 5
COc1cc2c(cc1OCc1ccccc1)N(C(=O)c1cccc3[nH]ccc13)CC21CCN(C)CC1 | 16% | -10% | 3% | ? | -2% | 20µM* | -10
CC(C)(O)C(Cl)(Cl)Cl | -25%[25.6 µM] | 6%[23.9 µM] | . | . | 0% | . | 31
C[C@H](N)Cc1cccc(C(F)(F)F)c1 | 2% | 0% | . | . | -5% | . | .
C[N+](C)(C)CC#CCN1CCCC1=O | 1% | 9% | . | . | -20% | . | .
CCOC(=O)[C@H]1CN(C(=O)NC2CCCC2)[C@]2(C)C(=O)N(C)c3ccccc3[C@H]12 | -28%[25.6 µM] | -20%[23.9 µM] | . | ? | -4%[27.3 µM] | -27%[46.1 µM] | 16
O[C@@H]1CNC2Cc3c([nH]c4ccccc34)C1C2 (stereo partly specified) | . | . | . | ? | . | -28% | 7
COc1cc2c(cc1OCc1ccccc1)NC(=O)C21CCN(c2ccnc(C)n2)CC1 | 63%[activator][87.6 µM] | ? | ? | 28µM* | 4%[88.5 µM] | ? | -22
COc1ccc(OC)c(S(=O)(=O)N2[C@H]3CC[C@@H]2c2cnc(-c4ccccc4)nc2C3)c1 | -23% | -6% | 0% | ? | -2% | -19% | -1
CSc1cccc(NC(=O)NC[C@H]2C[C@@H]3CCN2C[C@@H]3CN(C)Cc2ccccc2)c1 | -1% | 2% | -3% | 28µM* | 1% | 22µM* | -8
O=C1NC2(CN(Cc3ccccn3)C2)Oc2ccccc21 | -13%[87.6 µM] | 6%[87.6 µM] | -5%[172 µM] | 2%[172 µM] | i | -7%[138 µM] | -4
Oc1ccc([C@H]2CNCc3c2ccc(O)c3O)cc1O | -3%[25.6 µM] | 19%[23.9 µM] | . | . | ? | . | 13

Whole records as entered above:
COc1ccc([N+](=O)[O-])c(N2CC3CCC(C2)N3CC(F)(F)F)n1 as listed: SNCA expr inhib: -9%; SNCA viab count: -12%; Luciferase inh: .; HEK293 tox: -24%; GPT2 inh: 5%; NIH3T3 tox: -15%; IP6K1 inhibitor: 5
COc1ccc(OC)c(S(=O)(=O)N2[C@H]3CC[C@@H]2c2cnc(-c4ccccc4)nc2C3)c1 as listed: SNCA expr inhib: -23%; SNCA viab count: -6%; Luciferase inh: 0%; HEK293 tox: ?; GPT2 inh: -2%; NIH3T3 tox: -19%; IP6K1 inhibitor: -1

(continued)
SMILES | SNCA expr inhib | SNCA viab count | Luciferase inh | HEK293 tox | GPT2 inh | NIH3T3 tox | IP6K1 inhibitor
CC(=O)[C@H]1CC[C@H]2[C@@H]3CC[C@H]4C[C@](C)(O)CC[C@]4(C)[C@H]3CC[C@]12C | -1% | -3% | . | . | -6%&-10% | . | -4
Cn1nc(-c2ccc3ccccc3c2)cc1[C@H]1CN2CC[C@H]1C[C@@H]2CNC(=O)Nc1cccc(C#N)c1 | -13% | -18% | 8% | ? | i | 45µM* | 6
CN1Cc2ccccc2-n2ccnc2C12CCN(C(=O)c1cc(F)cc(F)c1)CC2 | -12% | -12% | 12% | -24% | ? | i | 25
O=C1CO[C@H]2CN(Cc3ncc[nH]3)C[C@H]2N1Cc1ccncc1 | -6%[87.6 µM] | 6%[87.6 µM] | 0%[172 µM] | -6%[172 µM] | 1%[88.5 µM] | -18%[174 µM] | 4
CCn1cc(CN2CCN(C(=O)COc3ccccc3)CC2)ccc1=O | 30%[activator] | 1% | -21% | -9% | ? | -6% | -2
COP(=S)(OC)Oc1cc(Cl)c(Cl)cc1Cl | -12%[25.6 µM] | -12%[23.9 µM] | . | . | -10% | . | -18
O=C1CS(=O)C2(CCNCC2)N1C1CCCC1 (stereo unspecified) | 5% | -28% | 2% | -6% | 4% | -6% | 10
CCCCCn1cc(C(=O)C2C(C)(C)C2(C)C)c2ccccc21 | . | -7% | . | . | -5% | . | 8
COc1ccc(CNC[C@H]2C[C@@H]3CCN2C[C@@H]3c2cc(-c3ccc(F)cc3)nn2C)cc1 | -28%[87.6 µM] | -1%[87.6 µM] | 4%[172 µM] | 45µM* | -10%[88.5 µM] | 89µM* | -2
CN(C)C(=O)CC1CCOC2(CCNCC2)C1 (stereo unspecified) | 20% | 9% | 1% | 12% | i | i | 38
CC(=O)O[C@H]1C[C@@H](C)O[C@H]2O[C@@H]3CC4CC[C@@H]5C(CC[C@]6(C)[C@@H](C7=CC(=O)OC7)CC[C@]56O)[C@@]4(C=O)C[C@H]3O[C@]21O (stereo partly specified) | . | ? | . | . | i | . | 8
O=C(c1ccncc1)N1CC2CCC(C1)N2Cc1cccc(Cl)c1 | -1% | -3% | . | -4% | i | -2% | 6
CCCCc1cn(C[C@H]2CC3CCN2C[C@@H]3C(=O)NCc2ccccc2)nn1 (stereo partly specified) | -27%[87.6 µM] | -8%[87.6 µM] | 11%[172 µM] | -2%[172 µM] | 2%[88.5 µM] | -16%[174 µM] | -3
CN(C(=O)C(c1ccccc1)c1ccccc1)[C@H](CN1CC[C@H](O)C1)c1ccccc1 | . | -12% | . | . | i | . | -8
O=C(Cc1ccc(F)cc1)N1CCCN(CCn2nc3n(c2=O)CCCC3)CC1 | . | . | . | i | . | -19% | 11
Cc1ccc(C(=O)NC[C@H]2C[C@@H]3CCN2C[C@@H]3c2cc(-c3ccccc3)nn2C)cc1 | ? | -1%[87.6 µM] | 6%[172 µM] | ? | i | ? | -13
CCCOc1ccc(C2SCC(=O)Nc3c2c(C)nn3-c2cccc(C)c2)cc1OC (stereo unspecified) | -17% | -18% | . | . | . | . | -14
CC[C@H]1CN2CC[C@H]1C[C@@H]2CNC(=O)Nc1ccc(Br)cc1 | 1%[87.6 µM] | 9%[87.6 µM] | 1%[172 µM] | 3%[172 µM] | -4%[88.5 µM] | -13%[174 µM] | 4
CCS(=O)(=O)N1[C@H]2CC[C@@H]1c1cnc(-c3ccc(F)cc3)nc1C2 | 35%[activator] | -3% | -5% | 40µM* | ? | -30% | 4
C[C@H](N)C(=O)c1ccccc1 | 44% | 79% | . | . | ? | . | 0

The list is partial; rates above refer to the full screens.
